Screening results from PubChem.
BAP1 block: inhibitors of BAP1 deubiquitinase, primary screen, biochemical, Ub-AMC fluorescence, kinetic | Ubiquitin carboxyl-terminal hydrolase BAP1 (Homo sapiens), Q92560 | recombinant BAP1, Ub-AMC hydrolysis fluorescence kinetic; stronger effect = lower value | activity remaining (% of control), % at 20 µM | actives 0.48% (n = 72,000) | AID 436, 2006;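 active = activity remaining at or below 50% of control, provided the compound also passes the data quality filters; inactive = the rest, including low values that fail the filters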;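 also: 100% = DMSO wells rate and 0% = substrate alone blank rate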
Target sequence (Q92560 whole entry, looked up): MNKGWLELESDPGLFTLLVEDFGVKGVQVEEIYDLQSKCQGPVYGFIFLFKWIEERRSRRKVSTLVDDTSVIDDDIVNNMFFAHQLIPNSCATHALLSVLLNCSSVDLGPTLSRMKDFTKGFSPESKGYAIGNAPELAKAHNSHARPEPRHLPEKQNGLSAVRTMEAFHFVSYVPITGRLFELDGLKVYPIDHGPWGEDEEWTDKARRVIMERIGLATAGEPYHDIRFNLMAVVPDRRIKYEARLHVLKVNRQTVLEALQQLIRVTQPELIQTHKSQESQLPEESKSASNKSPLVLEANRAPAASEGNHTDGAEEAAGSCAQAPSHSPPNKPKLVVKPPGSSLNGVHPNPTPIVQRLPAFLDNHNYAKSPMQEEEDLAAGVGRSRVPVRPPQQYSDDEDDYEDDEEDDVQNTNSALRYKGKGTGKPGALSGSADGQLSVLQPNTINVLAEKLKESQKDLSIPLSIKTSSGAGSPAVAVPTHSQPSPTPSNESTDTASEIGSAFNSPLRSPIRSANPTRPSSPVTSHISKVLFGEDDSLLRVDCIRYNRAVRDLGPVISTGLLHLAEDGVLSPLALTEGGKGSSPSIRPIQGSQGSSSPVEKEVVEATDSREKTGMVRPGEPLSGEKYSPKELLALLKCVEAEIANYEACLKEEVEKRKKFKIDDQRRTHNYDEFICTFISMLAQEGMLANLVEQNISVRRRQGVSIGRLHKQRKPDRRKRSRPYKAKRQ
HePTP inhibitor: inhibitors of human HePTP phosphatase, primary screen, biochemical, absorbance, leukemia target; recombinant HePTP phosphatase activity, OD absorbance; inhibition, % at 20 µM; AID 521, 2006; actives 0.64% (n = 110,000); Tyrosine-protein phosphatase non-receptor type 7 (Homo sapiens), P35236; in the data active = inhibition above about 50%;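 also: plate controls were vehicle for no effect and reference inhibitor for full effect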
Target sequence (P35236 whole entry, looked up): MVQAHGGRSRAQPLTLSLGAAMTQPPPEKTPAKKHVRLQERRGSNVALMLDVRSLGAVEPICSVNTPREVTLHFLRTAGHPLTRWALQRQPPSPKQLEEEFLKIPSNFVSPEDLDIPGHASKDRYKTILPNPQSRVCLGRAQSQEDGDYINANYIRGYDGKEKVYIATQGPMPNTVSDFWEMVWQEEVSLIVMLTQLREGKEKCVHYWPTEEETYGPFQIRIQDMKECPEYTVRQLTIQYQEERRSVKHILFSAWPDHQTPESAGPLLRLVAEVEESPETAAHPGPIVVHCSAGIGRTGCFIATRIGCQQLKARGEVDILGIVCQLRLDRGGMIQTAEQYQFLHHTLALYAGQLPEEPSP
* = called active by the depositor; · = no result given; & = joins results of further samples.

Screens in order – BAP1 block	HePTP inhibitor
O=C1NC(=S)N(c2ccc(Cl)c(Cl)c2)C(=O)/C1=C/c1cccs1
→ ·	7
COc1ccc(S(=O)(=O)NCc2ccncc2)cc1OC
→ 92	-12
COc1cc(/C=C2/SC(=S)NC2=O)cc(Cl)c1OCc1ccc(Cl)cc1Cl
→ ·	102*
CCOC(=O)C1CCCN(C(=O)c2ccccc2SCCOC)C1 (configuration not stated)
→ 81	8
S=c1[nH]nc(CSc2nc3ccccc3s2)n1-c1ccccc1
→ ·	8
CCC(C)(C)NC(=O)C(c1cccs1)N(CC1CCCO1)C(=O)Cn1nnc2ccccc21 (configuration not stated)
→ 106	7
CCNC(=S)NNC(=O)CSc1nc2ccccc2n1CC
→ ·	1
Fc1ccc(CSc2nnc(-c3ccc(Cl)cc3Cl)o2)cc1
→ ·	-11
COc1cccc(C(=O)Nc2ccc(-c3nc4cc(C)ccc4o3)c(O)c2)c1
→ ·	-7
CCCCN(CC)S(=O)(=O)N1CCC(C(=O)NCCCN2CCOCC2)CC1
→ 99	3
CCCOc1ccc(/C(O)=C2/C(=O)C(=O)N(c3cc(C)on3)C2c2ccc(C(=O)OC)cc2)cc1 (configuration not stated)
→ 89	8
CCN(CC)Cc1ccc(OC(C)C)c(CN(CC)CC)c1
→ ·	-11
CCCCn1c2nc3ccccc3nc2c2c(=N)oc(C)nc21
→ ·	-3
COc1ccc(Cn2nnnc2C(c2ccccc2Cl)N2CCN(C3CCCC3)CC2)cc1 (configuration not stated)
→ 118	14
O=C(Nc1ccc(N2CCN(C(=O)c3ccco3)CC2)cc1)c1cccs1
→ 88	-11
Cc1c(Cc2ccccc2)c(=O)oc2cc(O)ccc12
→ ·	-2
COc1ccc(C(=O)Nc2ccc(C(=O)N3CCOCC3)cc2)cc1OC
→ ·	-5
O=C(O)CCCN1C(=O)c2ccc([N+](=O)[O-])cc2C1=O
→ 115	·
O=C(O)c1ccc(C=Nc2cccc3ccccc23)cc1
→ ·	-16
C(=N/Nc1nc2ccccc2s1)/c1ccc(N2CCOCC2)cc1
→ ·	-2
Cc1cc(C)c2c(c1)cc(C)c1nnc(SCC(=O)Nc3cc(C)on3)n12
→ 105	3
COC(=O)c1ccc(COc2ccc3c(c2)oc(=O)c2ccccc23)cc1
→ ·	5
O=c1c2c(nc3cc(-c4cccc(Cl)c4)[nH]n13)CCC2
→ ·	-17
CCCC(=O)Nc1ccc(NC(=O)c2ccc(-c3ccc(Cl)cc3)o2)cc1
→ ·	-2
NC(=O)c1ccccc1NC(=O)COc1ccccc1Cl
→ ·	4
CCOC(=O)c1c(CC(C)C)csc1NC(=O)c1ccccc1Cl
→ ·	5
Cc1cc(NC(=O)CN2CC3CC(C2)c2cccc(=O)n2C3)nc2c1c(=O)oc1ccccc12 (configuration not stated)
→ 95	4
CCOC(=O)N1CCC(NC(=O)Cn2cc3c(n2)CCCCC3)CC1
→ 99	4
CC(=O)N1CCN(c2nc(CC(C)C)c3c(c2C#N)CCC3)CC1
→ 213	4
COCC(=O)NCCc1ccc(S(N)(=O)=O)cc1
→ 109	2
COc1ccc(S(=O)(=O)N2CCN(C(=O)c3c(C)nn(-c4ccccc4)c3Cl)CC2)cc1
→ 96	9
C/C(=C1/SC(N2CCCC2)=NC1=O)c1ccc(Cl)cc1
→ ·	5
CCOC(=O)N1CCN(c2c(NCCN(C)Cc3ccccc3)c(=O)c2=O)CC1
→ 93	5
Cc1cc(N2CCC(C)CC2)nc2ccc(N3C(=O)CCC3=O)cc12
→ ·	1
COc1ccccc1CNC(=O)C1CCN(Cc2nc(-c3ccc(Cl)cc3)oc2C)CC1
→ 72	3
C=CCOC(=O)C1=C(C)NC2=C(C(=O)CCC2)C1c1ccccc1Cl (configuration not stated)
→ ·	8
CCOc1cc(OCC)cc(C(=O)Nc2ccc(C)cc2)c1
→ ·	-12
CC1=C(C(=O)OC(C)C)C(c2ccc(O)cc2)C2=C(CCCC2=O)N1 (configuration not stated)
→ 81	·
CCOCCCN(Cc1cc2cc(C)cc(C)c2[nH]c1=O)C(=O)N(CC)CC
→ 71	-4
O=C(Cc1c(F)cccc1Cl)c1ccc(O)cc1O
→ 86	3
COc1ccc(C2/C(=C(\O)c3ccc(Cl)cc3)C(=O)C(=O)N2CCCCCC(=O)O)cc1 (configuration not stated)
→ ·	7
O=C(OCCN1CCCCC1)c1cc2ccccc2o1
→ 99	6
COc1ccccc1N(CC(N)=O)S(=O)(=O)c1ccc(C)cc1
→ 97	3
COc1cccc(C(=O)N2CCN(C3CCC(c4ccccc4)CC3)CC2)c1OC (configuration not stated)
→ 107	9
OCCN(CC#CCC(O)(c1ccccc1)c1ccccc1)Cc1ccccc1
→ ·	-4
COc1ccc(C(=O)N2CCN(Cc3cc(OC)c(O)c(OC)c3)CC2)cc1
→ ·	-3
Cn1c(=O)c2c(nc(CN3CCN(c4ccccc4)CC3)n2Cc2c(F)cccc2Cl)n(C)c1=O
→ 89	2
Cc1ccc(OCC(=O)Nc2ccc(OC(F)(F)F)cc2)c(C)c1
→ ·	-3
Cc1cc(NS(=O)(=O)c2ccc(Br)s2)no1
→ 65	·
CCn1c(NC(=O)c2ccc(Cl)cc2)nc2ccccc21
→ ·	11
O=C(CCn1nc(-c2ccc(Cl)cc2)ccc1=O)N1CCOCC1
→ 91	10
CC(C)C(=O)Nc1ccc(N(C)C)cc1
→ ·	-3
CCCC1CCc2c(sc(N)c2C#N)C1 (configuration not stated)
→ ·	-8
Cn1c2ccccc2c2c(C(=O)NCCCN3CCCC3=O)cn(C3CCCCC3)c(=O)c21
→ ·	4
CCOC(=O)c1ccc(S(=O)(=O)N2CCN(CC3CC=CCC3)CC2)cc1 (configuration not stated)
→ 85	13
CC(C)(C)n1ncc2c(=O)n(CC(=O)c3ccc(Cl)cc3)cnc21
→ 82	·
CCOC(=O)c1cc(NC(=O)Nc2ccc(OC)c(OC)c2)c(C)nc1C
→ 135	12
Nc1cc(NC(=O)c2cccc(Cl)c2)cc(Oc2cccnc2)c1
→ ·	-5
Cn1c(CCCCCN)nc2ccccc21
→ 106	-11
COc1ccc(-c2c(C#N)c(N)nc3c2CC(C)CC3)cc1 (configuration not stated)
→ ·	-4

Single entries from the results shown.
CC(C)C(=O)Nc1ccc(N(C)C)cc1 in HePTP inhibitor → -3
Cn1c2ccccc2c2c(C(=O)NCCCN3CCCC3=O)cn(C3CCCCC3)c(=O)c21 in HePTP inhibitor → 4
O=C(CCn1nc(-c2ccc(Cl)cc2)ccc1=O)N1CCOCC1 in BAP1 block → 91
COc1ccccc1N(CC(N)=O)S(=O)(=O)c1ccc(C)cc1 in BAP1 block → 97

Next section
Screens in order – BAP1 block	HePTP inhibitor
CCOc1cccc(N2C(=O)/C(=C/c3ccc(N(CC)CC)cc3OC)C(=O)NC2=S)c1
→ ·	5
CC(C)=CCC/C(C)=C/CC(C)(C)C1OCCC(C)O1 (configuration not stated)
→ ·	8
COc1ccc(CCNC(=O)C(=O)NCCCOC(C)C)cc1
→ ·	-1
CC(C)(C)n1nc2c(c1NC(=O)COc1ccc(Cl)cc1)CSC2
→ 74	6
CC(=O)N1c2ccccc2NC2=C(C(=O)CC(C)(C)C2)C1c1c(F)cccc1Cl (configuration not stated)
→ ·	-5
Cc1cccc(NC(=O)C(=O)NCC(C)O)c1C (configuration not stated)
→ ·	11
Cc1cccc(OCC(=O)Nc2cc(C)c(C)cc2O)c1
→ 97	2
COC(=O)c1ccc(COc2ccc3c4c(c(=O)oc3c2)CCC4)cc1
→ ·	-4
CC(=O)N(C)c1ccc(NC(=O)COc2ccc3ccccc3c2)cc1
→ ·	1
N#C/C(=C\c1cn(CC(=O)Nc2ccccc2)c2ccccc12)C(=O)Nc1ccccc1
→ ·	7
O=C1c2ccccc2C(=O)N1c1ccc(Cl)c([N+](=O)[O-])c1
→ 85	·
CCOC(=O)N1CCN(C(=O)CSc2nc3ccccc3c(=O)n2-c2ccccc2)CC1
→ 113	8
COc1cc(C2NC(=O)NC(C)=C2C(=O)OC2CCCCC2)cc(Br)c1O (configuration not stated)
→ 81	4
COc1ccccc1C(=O)Nc1nc2ccc([N+](=O)[O-])cc2s1
→ ·	-5
O=C1c2ccccc2C(=O)c2c(NCc3cccnc3)cccc21
→ 182	·
CCOC(=O)CNC(=O)CSc1ncnc2c1cnn2-c1ccc(C)cc1
→ 99	8
CCCCOP(=O)(C(C)C)C(C)C
→ ·	12
CN(C)c1ccc(/C=C(\C#N)c2nc(C#N)c(N)c(C#N)c2N)cc1
→ ·	3
Cc1cc(Cl)ccc1OCC(=O)Nc1ccccc1CO
→ 72	-6&8
O=C(CN(c1ccc(F)cc1)S(=O)(=O)c1ccccc1)NCCc1ccccc1
→ ·	-4
COC(=O)c1ccc(NC(=O)CCNS(=O)(=O)c2ccc(C)cc2)cc1
→ ·	4
CCCc1cc(=O)oc2c(CN3CCCC3)c(O)ccc12
→ ·	-9
COCCNC(=O)c1cc(-c2ccc(OC)c(OC)c2)on1
→ 96	-3
N#C/C=C1/NC(=O)c2ccccc2S1
→ 107	0
COc1ccc(OC)c(C2C=C(Nc3ccccc3)C(=O)N2c2ccccc2)c1 (configuration not stated)
→ ·	5
COc1cc(/C=C2\SC(=S)N(c3cccc(Cl)c3)C2=O)ccc1O
→ ·	-6
COc1ccc(/C=C/C(=O)c2cccc(OC)c2)cc1
→ ·	-16
O=C(O)c1ccc(Oc2ccc(-c3ccc(Oc4ccc(C(=O)O)c(C(=O)O)c4)cc3)cc2)cc1C(=O)O
→ ·	-5
COCCN(C(=O)CCCC(=O)Nc1ccccn1)C(C(=O)NC1CCCC1)c1ccc(C)cc1 (configuration not stated)
→ 101	-4
CS(=O)(=O)N(CC(=O)Nc1ccc2c(c1)OCO2)Cc1ccc(Cl)cc1
→ 68	2
O=C1c2cc(S(=O)(=O)n3cnc4ccccc43)ccc2-c2ccc(S(=O)(=O)n3cnc4ccccc43)cc21
→ ·	1
Cc1cc(SCC(=O)c2ccccc2)nc(C)n1
→ 95	3
O=c1[nH]c(CN2CCN(C/C=C/c3ccccc3)CC2)nc2ccccc12
→ ·	11
Cc1nnc(NC(=O)c2cc(Cl)cc(Cl)c2)s1
→ ·	-10
Cc1ccc2nc(Nc3ccc4[nH]c(=O)[nH]c4c3)c(-n3nc(C)cc3C)nc2c1
→ 70	·
COc1ccc(OC)c(N(CC(=O)Nc2ccc(NC(C)=O)cc2)S(C)(=O)=O)c1
→ 102	9
COc1cc(OC)cc(C(=O)Nc2cc(-c3nc4cc(Cl)ccc4o3)ccc2C)c1
→ ·	6
COc1ccc(/C=C2\SC(N)=NC2=O)cc1
→ ·	-13
CCOc1ccc(-c2csc(/C(C#N)=C\Nc3ccc(F)cc3)n2)cc1
→ ·	-2
CC(Cc1ccccc1)NC(=O)c1cc2ccccc2o1 (configuration not stated)
→ ·	6
O=C1CC(NCCc2ccc(Cl)cc2)C(=O)N1c1ccc(Br)cc1 (configuration not stated)
→ 133	-2
O=C(NCc1ccccc1)C1CCN(S(=O)(=O)N2CCCCCC2)CC1
→ 100	-12
CC(C)C(=O)N1c2ccccc2C(N(C(=O)c2ccc(F)cc2)c2ccccc2)CC1C (configuration not stated)
→ ·	5
CCOc1ccc2cc(C3CC(c4ccc(OC)cc4)=NN3)c(Cl)nc2c1 (configuration not stated)
→ 67	·
Cc1ccccc1N1CCN(C(=S)c2ccc(N(C)C)cc2)CC1
→ ·	12
Cc1cccc(NC(=O)CC2S/C(=N\N=C3/CCCc4ccccc43)NC2=O)c1C (configuration not stated)
→ ·	-2
O=c1cnnc(NCc2ccccc2)[nH]1
→ 107	1
CN(C)CCOC(=O)C12CCC3CC(CC(C3)C1)C2
→ ·	9
COc1ccc2nc(NC(=O)c3ccc(S(=O)(=O)N4CCOCC4)cc3)sc2c1
→ 54	·
O/N=C1/CCCSc2ccccc21
→ ·	1
CCNC(=O)c1c(C)[nH]c(C(=O)OCC)c1C
→ 97	-4
Cc1ccc2oc(-c3cccc(N)c3C)nc2c1
→ ·	-8
Cc1onc(-c2ccccc2)c1C(=O)N1CCOCC1
→ 102	2
Cc1[nH]n(-c2ccccc2)c(=O)c1C=Nc1cccc(Cl)c1
→ ·	-6
COc1cc(/C=C2/NC(=S)NC2=O)ccc1OCc1ccccc1Cl
→ ·	-6
O=C(NC1CCCCC1)c1ccc2nc3ccccc3nc2c1
→ ·	-7
O=C1C2C3C=CC(CO)(O3)C2C(=O)N1c1cc(C(F)(F)F)ccc1Cl (configuration not stated)
→ ·	-6
O=[N+]([O-])c1ccc(Sc2nc3ccccc3s2)cc1
→ 50	·
COc1ccc(N(C(=O)c2cccc(OC)c2OC)C2C=CS(=O)(=O)C2)c(OC)c1 (configuration not stated)
→ 110	2
CCNC(=S)NNC(=O)CSc1nc2ccccc2n1Cc1ccccc1
→ ·	4

Compound profiles, as listed above:
Shown for O/N=C1/CCCSc2ccccc21 : BAP1 block = ·; HePTP inhibitor = 1
Shown for COc1cc(OC)cc(C(=O)Nc2cc(-c3nc4cc(Cl)ccc4o3)ccc2C)c1 : BAP1 block = ·; HePTP inhibitor = 6

(list continues)
Screens in order – BAP1 block	HePTP inhibitor
O=C(Cc1ccccc1)N1N=C(c2ccncc2)CC1(O)C(F)(F)F (configuration not stated)
→ ·	-12
CC1(C)Cc2c(C#N)c(SCC(=O)c3ccccc3)nc(N3CCOCC3)c2CS1
→ ·	4
O=C(Nc1sc2c(c1C(=O)N1CCOCC1)CCCCC2)c1ccc([N+](=O)[O-])cc1
→ ·	6
C(=N\n1cnnc1)/C1CCCCC1
→ ·	4
Cc1nc2ccc(S(=O)(=O)NCC(=O)N3CCC(N4CCCCC4)CC3)cc2s1
→ 93	-4
O=C(N/N=C/c1c2ccccc2cc2ccccc12)c1cccc([N+](=O)[O-])c1
→ ·	-10
CC(C)(C)C(=O)Nc1ccc(C(C)(C)C)cc1[N+](=O)[O-]
→ 83	·
CCOC(=O)c1c(NC(=O)CSc2nnc(CNc3ccc(F)cc3)o2)sc(C)c1C
→ 43*	-5
